Compound activity (PubChem)
CHRM4 agonist – agonists of human muscarinic M4 receptor (CHRM4); P08173; CHO-K1 hM4/Gqi5, Fluo-8 calcium fluorescence; vehicle 0%, full acetylcholine response 100%; activation, % at 3 µM; hit rate 0.14% among 360,000; AID 624127;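 active = activation above the run mean over all test wells plus 3 SD, cut at about 32% in these data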;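 note: peak over basal fluorescence ratio per well then scaled between controls; 0% = DMSO wells and 100% = acetylcholine at EC100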
CHRM4 PAM – CHRM4 positive allosteric modulation; P08173; CHO-K1 hM4/Gqi5, Fluo-8 calcium fluorescence, ACh EC20; 0% = ACh EC20, 100% = maximal ACh; activation, % at 3 µM; hit rate 0.4% among 360,000; AID 624126;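 active = activation above its plate's cutoff, the mean activation of sample wells plus 3 SD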; note: some results filed as inactive read as strong as hits
M5 ag – agonists of human muscarinic M5 receptor (CHRM5); P08912; CHO-K1 hM5 cells, Fluo-8 calcium fluorescence; 0% DMSO wells, 100% maximal acetylcholine response; activation, % at 3 µM; hit rate 0.19% among 360,000;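 active = activation above the run's mean over test compounds plus 3 SD, cut at about 23% in these data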;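 note: signal is peak over basal fluorescence ratio across the kinetic read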
Target sequence (P08912 whole entry, looked up): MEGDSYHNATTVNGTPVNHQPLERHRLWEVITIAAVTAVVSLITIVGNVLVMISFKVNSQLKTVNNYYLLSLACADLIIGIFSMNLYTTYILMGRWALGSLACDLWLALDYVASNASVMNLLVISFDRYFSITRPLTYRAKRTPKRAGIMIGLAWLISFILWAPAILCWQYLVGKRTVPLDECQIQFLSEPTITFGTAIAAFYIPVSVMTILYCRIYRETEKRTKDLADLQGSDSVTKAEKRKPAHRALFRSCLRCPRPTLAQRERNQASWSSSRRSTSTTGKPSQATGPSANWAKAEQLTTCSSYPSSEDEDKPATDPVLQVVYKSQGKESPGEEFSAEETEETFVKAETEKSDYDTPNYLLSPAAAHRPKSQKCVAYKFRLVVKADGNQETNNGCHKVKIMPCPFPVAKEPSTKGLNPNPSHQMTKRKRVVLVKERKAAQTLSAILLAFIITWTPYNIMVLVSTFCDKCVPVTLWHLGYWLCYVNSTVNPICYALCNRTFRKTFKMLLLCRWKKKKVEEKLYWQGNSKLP
M4 antag – CHRM4 antagonism in calcium assay; P08173; CHO-hM4 cells, ACh EC80, Fluo-8 calcium fluorescence; inhibition, % at 3 µM; hit rate 0.73% among 360,000; AID 624125;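 active = inhibition above its plate's cutoff, the mean inhibition of sample wells plus 3 SD, cut at about 27% in these data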;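 note: 0% = acetylcholine EC80 with DMSO and 100% = DMSO without agonist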
CHRM5 PAM – positive allosteric modulators of human muscarinic M5 receptor. hit rate 0.3% among 360,000. activation, % at 3 µM. CHO-K1 hM5, Fluo-8 calcium, ACh EC20 PAM; 0% = ACh EC20, 100% = ACh EC100. P08912. AID 624038;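 active = activation above the run cutoff, the mean activation of all test compounds plus 3 SD, cut at about 18% in these data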
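Measured by: Fluo-8 calcium fluorescence; material: human M5 receptor in CHO-K1 cells; schedule: Post-acetylcholine fluorescence recording 140 s; benchmarks: low control EC20 acetylcholine (0%), high control EC100 acetylcholine (100%); read-out: Max/basal fluorescence ratio as % of EC20–EC100 ACh window; compound: single dose, 3 µM nominal final test concentration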
CHRM1 antagonist – human CHRM1 antagonism | hit rate 1.3% among 360,000 | inhibition, % at 3 µM | CHO-K1 hM1, Fluo-8 calcium fluorescence, ACh EC80 antagonist;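 active = percent inhibition above its own plate's cutoff, namely the mean of that plate's compound wells plus 3 SD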;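 note: peak over basal fluorescence ratio during 140 s after agonist addition; 0% = ACh EC80 plus DMSO and 100% = DMSO alone without agonist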
Target sequence (P11229 whole entry, looked up): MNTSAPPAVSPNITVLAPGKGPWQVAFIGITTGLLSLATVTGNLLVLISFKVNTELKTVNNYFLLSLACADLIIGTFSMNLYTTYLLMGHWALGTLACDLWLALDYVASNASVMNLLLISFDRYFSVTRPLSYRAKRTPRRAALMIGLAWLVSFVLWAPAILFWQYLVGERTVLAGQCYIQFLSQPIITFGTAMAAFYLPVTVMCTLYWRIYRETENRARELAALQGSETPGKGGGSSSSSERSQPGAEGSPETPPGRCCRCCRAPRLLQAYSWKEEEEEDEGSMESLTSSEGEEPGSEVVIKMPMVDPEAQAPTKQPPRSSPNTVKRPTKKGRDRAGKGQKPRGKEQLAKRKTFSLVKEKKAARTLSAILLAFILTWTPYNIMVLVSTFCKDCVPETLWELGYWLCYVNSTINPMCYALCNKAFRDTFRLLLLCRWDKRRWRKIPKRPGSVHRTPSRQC
CRFR2-BP ag – CRF-BP/CRF-R2 complex agonism. HEK293 CRF-R2/CRF-BP, calcium dye fluorescence (FLIPR); percent of saturating CRF peptide response. activation, % at 13.2 µM. hit rate 0.46% among 350,000;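 active = activation of at least 50%, plus an integration ratio under a set limit after plate pattern correction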;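 note: plate controls were neutral control wells without compound for no effect and CRF at EC100 for full effect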
CHRM5 antagonist – blocks acetylcholine activation of human M5 receptor; P08912; CHO-hM5 cells, Fluo-8 calcium fluorescence, ACh EC80; inhibition, % at 3 µM; hit rate 0.59% among 360,000; AID 624040;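 active = inhibition above a per-plate cutoff, the mean of that plate's test compounds plus 3 SD, cut at about 27% in these data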;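 note: 0% = acetylcholine EC80 with DMSO and 100% = DMSO without agonist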
CHRM1 PAM – potentiates human M1 receptor response to acetylcholine | P11229 | CHO-K1 hM1, Fluo-8 calcium fluorescence, ACh EC20; 0% = ACh EC20, 100% = maximal ACh | activation, % at 3 µM | hit rate 0.088% among 360,000 | AID 588819; in the data active = activation above about 19%, passing the limit was not always enough
Active calls of the source: *; · = no result given. Hits appear at their usual frequency, and some 2.8% of all compounds hit somewhere here.

SMILES	CHRM4 agonist	CHRM4 PAM	M5 ag	M4 antag	CHRM5 PAM	CHRM1 antagonist	CRFR2-BP ag	CHRM5 antagonist	CHRM1 PAM
Cc1cc(NC(=O)c2ccc(F)cc2F)n(-c2nc3ccccc3[nH]2)n1	0.4	10.9	-2.2	14.6	-2.4	-3.8	-2.5	11.4	11.5
COc1ccc(NC(=O)C2(C)CCN2C2Cc3ccccc3C2)cc1OC (centres undefined)	3.8	-2.9	0.1	-2.5	1.9	-21.5	·	-12.8	2.9
Cc1nc(-c2ccccc2)sc1C(=O)CSc1ccc(Br)cc1	0.5	13.9	0.7	4.5	0.8	-1.7	1.2	12.5	1.4
O=C(O)c1ccc2c(=O)[nH]c(CCl)nc2c1	0.8	-0.4	1.2	0.3	2.3	-13.3	0.6	-0.3	12.0
COC(=O)c1cccc(S(=O)(=O)N2CCN(c3nc4ccccc4s3)CC2)c1	-0.3	-0.6	-0.3	-6.1	1.9	-4.0	-0.1	4.5	3.3
CCc1c(C)sc(NC(=O)c2ccccc2[N+](=O)[O-])c1C(N)=O	0.5	6.7	-2.4	2.4	-3.1	-12.1	-2.1	8.0	9.4
CN(C)NC(=O)C(NC(=O)c1ccc(N)cc1)C12CC3CC(CC(C3)C1)C2 (centres undefined)	1.0	-2.9	-0.8	-0.6	-0.2	-3.2	0.3	-2.6	5.5
Cn1cnnc1SCc1ccc(F)c2ccccc12	0.3	0.1	-0.4	9.0	0.0	-0.5	-0.3	-1.4	2.2
OC(c1ccccc1)c1nc(/C=C/c2ccccc2)cs1 (centres undefined)	1.7	7.2	1.1	-6.5	-2.4	-10.8	·	6.5	5.2
O=C(c1cnc2ccc3ccccc3c2c1)c1cc(F)ccc1O	3.6	0.6	0.6	0.2	-2.0	0.0	1.3	7.8	3.1
O=C(Nc1ccc(F)cc1)Oc1ccccc1N1CCOCC1	1.3	1.6	1.9	-3.0	-3.0	-9.2	-0.3	13.1	6.8
COC(=O)C(NC(=O)c1ccccc1)C(C)(C)SCc1ccccc1 (centres undefined)	1.6	-2.5	0.4	-3.1	-3.7	-3.9	1.6	0.4	-3.4
C/C(=N\O)C(C)(C)Nc1ccc(Br)cc1	-1.1	3.5	4.0	7.5	13.3	-23.8	-2.6	-4.7	10.2
CN(C)CCNC(=O)CN1C(=O)COc2ccc(C(C)(C)C)cc21	0.2	5.4	-2.9	-7.3	1.9	-16.0	-0.4	-1.2	5.8
OCCC1CN(Cc2cc(F)ccc2F)CCN1CCCc1ccccc1 (centres undefined)	1.0	-7.8	-21.1	-4.5	-8.5	11.1	3.9	-9.1	-10.3
Cc1cccc(C)c1N1CCc2cn[nH]c21	0.3	1.7	-9.3	-9.0	-3.4	-9.4	-0.7	-8.7	7.8
CC(=O)NCc1ccc(C(=O)CSc2nnc(C3CC3)n2C2CC2)cc1	-0.6	13.4	0.8	-11.6	5.7	-10.3	-0.1	-4.3	10.7
CCNC(=O)C1(C)CCN(Cc2ccc(C(F)(F)F)cc2)C1 (centres undefined)	0.5	-3.2	-1.9	-0.1	-2.5	-6.4	·	7.2	1.7
CC(C)CCN(C(=O)C1CCCC1)c1c(N)n(Cc2ccccc2)c(=O)[nH]c1=O	-0.5	10.6	3.5	-2.4	1.9	-12.6	-1.2	11.5	14.8
CC1=NC(C)(C)Cc2cc(C)c(C)cc21	2.3	-3.8	-5.2	-4.2	-4.0	-1.2	0.5	7.3	-1.7
CC(Sc1ccc(Cl)cc1)C(=O)N(C)CC(=O)Nc1ccc(N2CCOCC2)cc1 (centres undefined)	5.3	-3.1	3.0	-16.1	-8.3	18.4*	2.5	-3.0	-7.1
COc1ccc(CNC(=O)COC(=O)CCC2CCCCC2)cc1	-0.4	2.8	-0.7	7.1	-1.6	1.8	-0.9	0.7	5.9
O/N=C(/CCc1ccccc1)c1ccc2c(c1)OCCO2	2.5	4.2	-3.6	-7.5	6.4	-1.9	3.2	8.1	3.9
COc1ccccc1C(=O)OCC(=O)Nc1cccc(S(=O)(=O)NC2=NCCCCC2)c1	2.6	5.7	2.7	8.4	1.1	-14.4	3.0	-0.6	4.0
COC(=O)c1ccc(Sc2ccccn2)c([N+](=O)[O-])c1	13.8	-4.8	-1.2	-4.9	-20.5	8.4	-3.5	24.9	-4.7
CCCOc1ccc(/C(O)=C2/C(=O)C(=O)N(CCCOC)C2c2ccncc2)cc1 (centres undefined)	0.6	-6.7	2.0	15.0	-4.8	-1.6	4.5	3.8	2.1
COc1ccc(-c2c(-c3ccsc3)oc(=O)c3cc(OC)c(OC)cc23)cc1	-0.8	4.0	2.1	2.2	7.4	0.2	-0.2	10.2	21.6
Nc1ccccc1C(=O)NN=Cc1cccc([N+](=O)[O-])c1	1.5	1.8	-0.7	-13.3	-7.5	-7.7	·	-1.7	4.5
Cc1cccc(C(=O)N2CCCC(c3nc(-c4ccc(C)o4)no3)C2)c1 (centres undefined)	0.9	2.9	-1.9	-8.3	2.2	-12.6	0.5	7.4	8.4
COC(=O)c1ccccc1NC(=O)CSc1nc(-c2ccco2)cc(C(F)(F)F)n1	5.7	2.2	-0.6	5.6	0.0	-1.8	-0.6	-0.2	-1.2
O=C(CSCc1cnn(-c2ccccc2)c1-n1cccc1)NCCN1CCOCC1	1.0	3.2	-9.3	1.9	-14.2	9.4	0.1	4.8	-4.7
O=C(Nc1cccc(S(=O)(=O)NC2=NCCCCC2)c1)c1cc(-c2ccco2)nc2ccccc12	13.8	-19.4	0.1	16.8	-15.9	21.1	0.3	10.8	-11.0
COc1ccc(OC)c(S(=O)(=O)N2CCCC(C(=O)NCc3ccco3)C2)c1 (centres undefined)	0.3	-3.0	-1.6	4.4	0.1	-5.5	0.4	6.7	2.2
COCCn1cnc2c1c(=O)n(CC(=O)OCC#N)c(=O)n2Cc1ccccc1	2.8	-2.1	-6.3	4.9	-8.4	11.7	-0.6	4.9	-1.4
Cc1ccc(/C=N\NC(=O)Cn2nnc3ccccc32)o1	0.9	19.7	-1.0	-6.5	-1.7	-5.7	0.7	-1.2	5.3
CC(=NNS(=O)(=O)c1cccc([N+](=O)[O-])c1)c1ccc(-n2ccnc2)cc1	1.0	3.7	0.2	0.6	-12.5	-7.9	1.9	9.8	-1.1

Exported with two lines to a compound: 2 of the compounds above
Below each compound: CHRM4 agonist	CHRM4 PAM	M5 ag	M4 antag	CHRM5 PAM	CHRM1 antagonist	CRFR2-BP ag	CHRM5 antagonist	CHRM1 PAM
- CC(=NNS(=O)(=O)c1cccc([N+](=O)[O-])c1)c1ccc(-n2ccnc2)cc1
  1.0	3.7	0.2	0.6	-12.5	-7.9	1.9	9.8	-1.1
- COCCn1cnc2c1c(=O)n(CC(=O)OCC#N)c(=O)n2Cc1ccccc1
  2.8	-2.1	-6.3	4.9	-8.4	11.7	-0.6	4.9	-1.4

Next part:
SMILES	CHRM4 agonist	CHRM4 PAM	M5 ag	M4 antag	CHRM5 PAM	CHRM1 antagonist	CRFR2-BP ag	CHRM5 antagonist	CHRM1 PAM
O=C(Nc1cc(C(F)(F)F)ccc1Cl)c1cccc(N2C(=O)CCC2=O)c1	2.8	-2.6	-2.5	5.1	-4.3	-15.9	1.0	16.0	11.8
Cc1ccc(C(c2nnnn2CCC(C)C)N2CCN(C)CC2)cc1 (centres undefined)	1.1	3.3	-5.4	2.5	-0.3	-0.2	2.6	-2.0	7.9
C/C(=N\NC(=O)c1ccccc1)C1C2C=CC(C2)C1(C)C (centres undefined)	0.4	1.3	-2.4	-0.6	-1.5	-2.2	-0.1	-1.5	1.8
COC(=O)c1ccc(C2NCCc3cc(OC)c(OC)cc32)cc1 (centres undefined)	0.3	-3.1	-2.8	-3.4	6.4	1.0	2.0	-3.1	7.5
CCN(c1ccccc1)S(=O)(=O)c1ccc(C(=O)NCCCN2CCOCC2)cc1	0.6	1.0	2.3	8.3	-4.2	-5.7	0.1	12.3	6.4
O=C(NC1CCCC1)C(c1ccc(N2CCOCC2)cc1)N(Cc1ccco1)C(=O)c1ccco1 (centres undefined)	0.5	11.6	-1.7	7.0	5.4	-3.8	-0.9	-5.1	5.1
NC(=O)c1ccccc1NC(=O)CSc1nc2c(c(=O)[nH]1)CCCC2	-1.7	7.3	2.9	3.2	3.1	-5.3	1.0	2.4	9.1
Cc1cc2c(c(C#N)c1C)NC=NC2C (centres undefined)	0.3	3.9	-1.4	-11.7	-0.5	-8.4	3.1	-0.5	6.6
COc1ccc(S(=O)(=O)N2N=C(c3cccc(NS(C)(=O)=O)c3)CC2c2ccco2)cc1 (centres undefined)	3.5	8.6	0.5	-12.3	2.9	2.5	1.9	13.2	1.2
Cc1ccc(S(=O)(=O)N2CCN(CC(=O)Nc3ccnn3C3CCCC3)CC2)cc1	1.5	7.0	1.9	-1.2	3.4	11.5	1.0	1.9	-2.9
Cc1ccc(CCNC(=O)C(C)n2nc(C)c3c(C)n(-c4ccccc4)nc3c2=O)cc1 (centres undefined)	0.1	0.7	-7.9	7.6	-0.2	-15.0	0.0	9.7	5.6
COc1ccccc1C1C(C#N)=C(N)N(N(C)C)C2=C1C(=O)CC(C)(C)C2 (centres undefined)	0.3	-0.6	-4.9	-1.4	5.0	-3.4	-3.2	4.4	4.4
Cc1cccc(C)c1NC(=O)c1cccc(C(=O)Nc2c(C)cccc2C)n1	1.9	-2.7	-6.1	9.8	0.2	-2.2	-0.6	-1.5	-0.9
CN(C)CCCN(C(=O)c1ccc(S(=O)(=O)N2CCCCCC2)cc1)c1nc2cc3c(cc2s1)OCO3	4.4	-7.6	-2.7	-5.9	-6.2	-7.4	-2.0	1.1	-5.5
COc1ccc(-c2cc(=O)oc3cc(OCC(=O)N4C[C@H]5C[C@@H](C4)c4cccc(=O)n4C5)ccc23)cc1	0.8	-5.7	-1.3	12.6	-4.9	9.1	-0.5	7.4	-11.4
CCC(=O)Nc1cccc(SC)c1	1.5	7.4	0.4	1.8	-5.5	-12.3	1.3	7.5	16.4
